# Lipid storage S3 = qHTS Assay for Lipid Storage Modulators in Drosophila S3 Cells. lipid storage change, negative = inhibition, % at the top dose, mostly 46.1 µM; hits show Potency in µM. AID 2685, 2010. Drosophila S3 cells, BODIPY lipid droplet fluorescence, 18-24 h; cells fed with added oleic acid. actives 0.64% (n = 320,000); active = well fitted inhibition curve with a large enough effect in the signal ratio, with a control signal flat, not every such curve was filed as active; inconclusive = small, poorly fitted or top-dose-only effect, or effect the other way, or a change in a side signal; the % refers to the signal ratio
#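 Drosophila S3 cells got compounds at several concentrations plus oleic acid (400 uM solution). Laser-scanning cytometry with 488 nm excitation read lipid droplets at 500-530 nm and cells at 575-640 nm. Percent activity was relative to 20 uM Triacsin C.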
# Lipid storage S3 cell count max = recorded beside Lipid storage S3, whose call it bears; cell number change, %; measured here: cell count max response;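 cells counted by Cell Tracker Red CMTPX staining in the red channel; peak over a dose series mostly up to 46.1 µM; percent activity relative to internal control wells on each plate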
# Starred values were filed as active, the others as inactive; i = inactive; ? = inconclusive; . = not tested or not shown; [ ] = remark or other dose. % is scaled to controls: 0 for no effect and ±100 for the full control effect; potency is read from the fitted curve at half-maximal effect.
SMILES,Lipid storage S3,Lipid storage S3 cell count max
CC(OC(=O)CC1CCCC1)C(=O)Nc1ccc(Cl)cn1 (centres undefined),?,.
Cc1csc(NC(=O)C2CCN(S(=O)(=O)c3cccs3)CC2)n1,?,.
Cc1ccc(N2C(=O)NC(NC(=O)C3CC3)(C(F)(F)F)C2=O)cc1 (centres undefined),?,.
O=C(NCc1ccccc1Cl)C1CCC(CNc2c(N3CCCCC3)c(=O)c2=O)CC1 (centres undefined),12%,-14
Cc1cccc(N2C(=O)CS/C2=N\NC(=O)c2ccc(Br)cc2)c1C,?,.
OCCN1CCN(c2nc(NCc3ccco3)c3ccccc3n2)CC1,10%,12
CCCN1CCN(CCCNC(=O)C(CC)n2nc(C)c3sc4ccccc4c3c2=O)CC1 (centres undefined),?,.
COc1ccccc1C(=O)Nc1ccnn1C1CCN(Cc2cc(C)c(C)cc2C)CC1,?,.
Clc1ccc(-c2nnc3sc(-c4ccccn4)nn23)cc1,11%,3
Cc1ccc(C(=O)N/C(=C\c2cccs2)C(=O)NC2CCCCC2)cc1,?,.
CC(=O)c1cccc(NC=C2C(=O)OC3(CCCCC3)OC2=O)c1,?,.
CC(=O)N1CCN2C(=O)C1CCCC(=O)c1cc(C)ccc12 (centres undefined),0%,-11
O=C(CCc1ccccc1)N/N=C/c1cc(Br)ccc1O,?,.
CS(=O)(=O)N(CCc1ccccc1)CC(=O)NCc1ccccc1,?,.
COC(=O)C1=C(N)Oc2cc(C)n(Cc3cccnc3)c(=O)c2C1c1ccc(OC)c(OC)c1 (centres undefined),-21%,-13
Cc1cccc(-c2nnc(SCC(=O)N3CCCC3)o2)c1,i,9
COc1cccc(NC(=O)[C@@H]2CCCN2C(=O)[C@@H]2Cc3ccccc3CN2C(=O)OC(C)(C)C)c1,i,-9
CC(OC(=O)CCN=C1NS(=O)(=O)c2ccccc21)C(=O)NCc1ccccc1 (centres undefined),?,.
O=C(COC(=O)c1cccc(C(=O)OCC(=O)NC2CCCCC2)n1)NC1CCCCC1,21µM*,-17*
O=C(NCC1CCCN(Cc2nccs2)C1)c1cccc2ccccc12 (centres undefined),?,.
Cc1cccc(C(=O)NCCC(=O)NCc2ccccc2F)c1,-21%,10
CCN(CC)C(=O)CSc1nc2ncc(Cl)cc2[nH]1,?,.
COC(=O)C1CSC(C(=O)OC)N1C(=O)CN1CCN(c2ccccc2)CC1 (centres undefined),-20%,17
O=C(Nc1ncc(Cc2cccc(Cl)c2)s1)c1ccc([N+](=O)[O-])cc1,-22%,-22
CCc1cc(/C(Cc2ccc3ccccc3n2)=N\O)c(O)cc1O,?,.
S=C(c1c[nH]c2ccccc12)N1CCCC1,?,.
COc1cc(CC(=O)OCC(=O)c2ccc3c(c2)OCCO3)cc(OC)c1OC,i,.
Cc1c(Cl)cccc1NC(=O)Nn1cnnc1,?,.
CSCCC(NS(=O)(=O)c1cccc(C(F)(F)F)c1)C(=O)N(C)Cc1ccc2c(c1)OCCO2 (centres undefined),?,.
O=C(c1nn2c(C(F)(F)F)cc(-c3cccs3)nc2c1Br)N1CCCc2ccccc21,?,.
CS(=O)(=O)Nc1ccc(S(=O)(=O)N2CCCC2)cc1,-8%,3
Cc1ccc(-n2nc3c(=O)n(CC(=O)NCc4ccccn4)nc(C)c3c2C)cc1,?,.
CN(C)C(CNC(=O)c1cccs1)c1cccnc1 (centres undefined),?,.
Cc1ccccc1C(=O)NCC(=O)OCC(=O)NC(C)C1CC2CCC1C2 (centres undefined),?,.
COc1ccccc1CCC(=O)OCC(=O)Nc1c(C)nn(-c2ccccc2)c1C,i,.
O=C(c1cc2cc(Br)cc(Br)c2oc1=O)N1CCOCC1,?,.
CCc1sc(C(=O)N2CCN(S(C)(=O)=O)CC2)cc1Br,?,.
COc1ccc(N2C(=O)CSC2c2ccccc2F)c(OC)c1 (centres undefined),?,.
Cc1cc(C(F)F)nn1CC(=O)Nc1cc([N+](=O)[O-])ccc1F,8%,1
CCN(CC)S(=O)(=O)c1ccc(N2CCCCC2)c(C(=O)Nc2ccccc2N2CCOCC2)c1,?,.

# Some of these compounds in order of formula weight, highest first:
SMILES,Lipid storage S3,Lipid storage S3 cell count max
CSCCC(NS(=O)(=O)c1cccc(C(F)(F)F)c1)C(=O)N(C)Cc1ccc2c(c1)OCCO2 (centres undefined),?,.
O=C(c1nn2c(C(F)(F)F)cc(-c3cccs3)nc2c1Br)N1CCCc2ccccc21,?,.
Cc1csc(NC(=O)C2CCN(S(=O)(=O)c3cccs3)CC2)n1,?,.
Cc1c(Cl)cccc1NC(=O)Nn1cnnc1,?,.

# Continuation:
SMILES,Lipid storage S3,Lipid storage S3 cell count max
CCCS(=O)(=O)c1nnnn1-c1cccc(OC)c1,?,.
Cc1ccc(S(=O)(=O)N(C)CCCC(=O)N2CCCCC2)cc1,-20%,13
c1ccc(-c2cn3c(n2)SCC3)cc1,10%,7
Cc1cccc(C)c1NC(=O)N1CCC(n2cnc3ccccc32)CC1,?,.
COc1ccccc1Nc1nc(-c2sc(NC(=O)c3cccc(Cl)c3)nc2C)cs1,?,.
CS(=O)(=O)N1CCCC(C(=O)Nc2ccc(Br)cc2F)C1 (centres undefined),?,.
O=C(Nc1ccc2c(c1)OCCO2)c1ccc2ccccc2n1,?,.
CCc1ccc(OCC(=O)NNC(=O)c2cc(S(=O)(=O)N(C)C)ccc2N2CCCC2)cc1,?,.
C=CCn1c(=O)c2ccccc2n2c(SC(C)C(=O)Nc3nc(-c4ccccc4)cs3)nnc12 (centres undefined),-6%,6
CC12CCC3(CO)COC(c4ccccc4O1)C2C3 (centres undefined),?,.
Cc1cccc(NCc2ccc(O)c3ncccc23)c1,-14%,-13
CCOc1ccccc1NC(=O)CSc1nc2c(c(=O)n1C)SC(C)C2 (centres undefined),i,.
FC(F)(F)c1nnc2sc(-c3ccccn3)nn12,i,.
O=C(NCc1ccc(Cl)cc1)C1=Cc2cc(Cl)ccc2OC1,?,.
Cc1c(N=CC=Nc2c(C)n(C)n(-c3ccccc3)c2=O)c(=O)n(-c2ccccc2)n1C,?,.
COc1ccc(CN2CCSc3sccc3C2=O)cc1,6%,-6
COc1ccc(NC(=O)c2nc[nH]c2C(=O)N[C@@H](C)c2ccccc2)cc1,12%,1
O=C(O)c1cc([N+](=O)[O-])c(NCc2cccnc2)c([N+](=O)[O-])c1,?,.
O=C(CNC(=O)c1cccs1)N/N=C/c1ccco1,-29%,-32
CC(C)(C)CN1C(=O)C(=O)NC[C@@H]1Cc1ccc(O)cc1,?,.
COc1cc2c(cc1OC)CN(C(=O)C1CCCN1S(=O)(=O)c1ccc(F)cc1)CC2 (centres undefined),-12%,3
O=C(NNS(=O)(=O)c1ccc([N+](=O)[O-])cc1)c1ccncc1,?,.
O=C(COC(=O)c1ccc(O)cc1)NCCC1=CCCCC1,?,.
O=C(O)CSc1nnc(-c2ccc(Cl)cc2Cl)n1-c1ccc(Br)cc1,?,.
O=c1c(/C=C(\O)c2ccccc2)nc2ccccc2n1-c1ccccc1,?,.
COc1ccc(N2C(=O)C(Cl)=C(N3CCCC3)C2=O)cc1,5%,0
Cc1ccc(N(C(=O)CNC(=O)c2ccco2)C(C(=O)NC2CCCC2)c2ccncc2)cc1F (centres undefined),17%,10
COc1cc(S(=O)(=O)N(C)C2CCCCC2)c(C)cc1C,?,.
Cn1ncc(Br)c1C(=O)N1CCOCC1,?,.
COc1ccc2nc3cccc(OC)c3nc2c1,12%,16
Cc1ccc(S(=O)(=O)Nc2c(C)n(C)n(-c3ccccc3)c2=O)cc1C(=O)NCc1ccccn1,?,.
CCCc1nc(SCC(=O)Nc2cc(Cl)ccc2OC)c2c(=O)n(C)c(=O)n(C)c2n1,i,.
CCn1cc(CN2CCCC(CO)(Cc3ccc(F)cc3)C2)c2ccccc21 (centres undefined),8%,3
Cc1onc(-c2ccccc2)c1C(=O)N/N=C/c1ccc([N+](=O)[O-])s1,?,.
COc1ccccc1C(=O)Nc1ccccn1,?,.
COCC(C)NC(=O)c1ccc(-n2nc(C(F)(F)F)cc2-c2cccs2)cc1 (centres undefined),i,22
O=C(O)c1ccc(/C=N/Nc2nc(N3CCCCC3)nc(N3CCCCC3)n2)cc1,?,.
Cc1nc2ccc(NC(=O)c3oc4ccc(F)cc4c3C)cc2s1,?,.
CCOC(=O)Cc1nc(-c2ccc(Cl)cc2)n[nH]1,29%,.
O=C(CSc1nnc(NC2CCCCC2)s1)NCc1ccco1,?,.

# Sorted by the number under Lipid storage S3 (lowest first): some entries from above.
SMILES,Lipid storage S3,Lipid storage S3 cell count max
COc1cc2c(cc1OC)CN(C(=O)C1CCCN1S(=O)(=O)c1ccc(F)cc1)CC2 (centres undefined),-12%,3
COc1ccc(N2C(=O)C(Cl)=C(N3CCCC3)C2=O)cc1,5%,0
CCn1cc(CN2CCCC(CO)(Cc3ccc(F)cc3)C2)c2ccccc21 (centres undefined),8%,3
COc1ccc2nc3cccc(OC)c3nc2c1,12%,16
Cc1ccc(N(C(=O)CNC(=O)c2ccco2)C(C(=O)NC2CCCC2)c2ccncc2)cc1F (centres undefined),17%,10
CCOC(=O)Cc1nc(-c2ccc(Cl)cc2)n[nH]1,29%,.

# 4 entries from above, reformatted.
COc1ccc(N2C(=O)C(Cl)=C(N3CCCC3)C2=O)cc1
  Lipid storage S3: 5%
  Lipid storage S3 cell count max: 0
Cc1ccc(N(C(=O)CNC(=O)c2ccco2)C(C(=O)NC2CCCC2)c2ccncc2)cc1F (centres undefined)
  Lipid storage S3: 17%
  Lipid storage S3 cell count max: 10
COc1cc(S(=O)(=O)N(C)C2CCCCC2)c(C)cc1C
  Lipid storage S3: ?
  Lipid storage S3 cell count max: .
Cn1ncc(Br)c1C(=O)N1CCOCC1
  Lipid storage S3: ?
  Lipid storage S3 cell count max: .

# The list goes on.
SMILES,Lipid storage S3,Lipid storage S3 cell count max
Cc1[nH]cnc1CSCc1ccc(F)cc1,-11%,10
CCOC1OC(=O)C(Cl)=C1Nc1ccccc1C (centres undefined),13%,12
O=C(Nn1cc(C(=O)Nc2ccc(F)cc2F)c2ccccc2c1=O)c1cnccn1,-9%,-15
CC1(C)CC(=O)C=C(Nc2ccc(Br)cc2F)C1,?,.
CCOC(=O)N1CCN(C(=O)c2c(-c3ccccc3)noc2C)CC1,i,.
COc1ccc(C)cc1S(=O)(=O)N1CCC(C)CC1,15%,6
CC(C)(C#N)NC(=O)c1ccco1,?,.
O=C(c1cccc(-c2ccc(O)cc2)c1)N1CCOCC1,?,.
CCOc1ccc(CN(C)CC(O)COC(c2ccc(OC)cc2)c2ccc(OC)cc2)cc1 (centres undefined),?,.
Cc1cc(C)cc(N=C2NC(=O)/C(=C/c3cccs3)S2)c1,?,.
COc1ccc(Cl)cc1NC(=O)COC(=O)CCc1cc(OC)c(OC)c(OC)c1,?,.
CSc1ncccc1C(=O)OCC(=O)c1ccccc1,-28%,1
CCOC(=O)N1CCC(NS(=O)(=O)c2cc(Br)cnc2N)CC1,?,.
Cc1cccc(N=C2NC(=O)/C(=C/c3cccn3C)S2)c1C,-6%,-24
FC(F)(F)c1ccccc1NC(=S)N1CCc2ccccc2C1,?,.
COc1ccc(CCC(=O)N2CCN(S(=O)(=O)c3cccc(Cl)c3)CC2)cc1,6%,1
Cc1ccc(C2NC(=O)NC3=C2CCc2ccccc23)cc1 (centres undefined),30%,1
CC1(C)Cc2c(sc3nc(-c4ccccc4)n(N)c(=O)c23)CO1,?,.
COC(=O)CSc1nnc(-c2ccc(S(=O)(=O)N3CCCC3)cc2)n1C,i,15
CN(CC(=O)Nc1ccc(F)cc1)C(=O)COC(=O)CSc1ccc(F)cc1,?,.
CN(Cc1cccc(F)c1)C(=O)c1cccc(S(=O)(=O)N2CCN(Cc3ccccc3)CC2)c1,8%,0
O=C1Nc2ccccc2C(=O)C1(Cl)Cc1ccccc1 (centres undefined),?,.
CCCn1nnnc1-c1cc(Cl)cc(Cl)c1,-1%,-1
COCCNC(=O)C(c1ccc(C)o1)N(C(=O)C(=O)NC1CCCCC1)c1ccc(F)cc1 (centres undefined),?,.
CC(C)NC(=O)Cn1c(=O)cnc2ccccc21,?,.
CCOc1ccc(Cc2nc(-c3nonc3N)no2)cc1OCC,?,.
O=C(NC1CCCCC1)c1noc2c1CCCCC2,i,.
Cc1occc1-c1nnc(SCC(=O)Nc2ccc3c(c2)OCO3)n1CC1CCCO1 (centres undefined),?,.
COc1ccccc1C(=O)COC(=O)CNS(=O)(=O)c1ccc(C)cc1,?,.
CCC(=O)c1ccc(OCC(=O)OCC(=O)c2cc(C)n(C3CC3)c2C)cc1,?,.
Cc1cccc(CCN(CC(=O)NC(C)(C)C)C(=O)c2csnn2)c1,0%,2
CSc1ccc(NC(=O)N2CCC(C(=O)c3ccc(F)cc3)CC2)cc1,?,.
CC(=O)Nc1nc(SCCCc2ccccc2)n[nH]1,18%,-15
COc1ccc2[nH]cc(CCNC(=O)Cc3ccc(Cl)cc3)c2c1,-4%,-2
O=C(CSc1nnc(-c2ccccc2)n1-c1ccc(Cl)cc1)N/N=C/c1ccco1,0%,6
Cc1nc(Sc2cccn2C)c(C(F)(F)F)c(=O)[nH]1,?,.
CCc1nnc(NC(=O)C2CCC2)s1,15%,-11
O=C(Nc1cccc(Br)c1)c1ccc(OC2CSC2)cc1,?,.
Cc1ccc(S(=O)(=O)NN2C(=O)/C(=C/c3cccs3)SC2=S)cc1,-15%,4
CSCCC(NC(=O)c1ccccc1Cl)C(=O)NCC(c1ccco1)N1CCCCC1 (centres undefined),-15%,-25
CC1C(=O)N2CCCc3cc(NC(=O)C(=O)NCc4ccc5c(c4)OCO5)cc1c32 (centres undefined),18%[0.0737 µM],.
Cc1cc(C)cc(N(CC(=O)NC2CCCCC2)C(=O)c2csnn2)c1,6.5µM*,3.8*

# Some of the compounds tested. The share of hits here may be higher or lower than overall.
